Bioassay records (PubChem)
OPRM1-OPRD1 ag: agonists of OPRM1-OPRD1 heterodimerization, primary screen, cell-based, luminescence; activation, % at 9.3 µM; cells; 340,000 compounds, 0.3% hits; Mu-type opioid receptor (Homo sapiens) + Delta-type opioid receptor (Homo sapiens), …; AID 504326, 2011; in the data active = activation above about 18%;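 note: 0% = vehicle-treated cells and 100% = reference agonist; values of inactives mirror those of a sister screen read the other way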
Mot1-301 SUMO: yeast Mot1-301 growth rescue at high temperature, primary screen, SUMOylation pathway inhibitor project, S. cerevisiae, ATP luminescence, 38.5C. S. cerevisiae Mot1-301 growth rescue; percent above DMSO median, 100 means doubled. 320,000 compounds, 1% hits. growth rescue, % at 18.8 µM;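 active = every valid replicate shows activation above 250% relative to neutral control wells; inactive = the rest, any valid replicate at or below 250%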;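 note: OY570 slx delta 5 strain wells were the positive control but not used for scaling; some compounds called inactive have numbers as strong as hits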
MOR-DOR inv ag: inverse agonists of MOR-DOR heterodimerization, primary screen, cell-based, luminescence; Mu-type opioid receptor (Homo sapiens) + Delta-type opioid receptor (Homo sapiens), …; cell-based MOR-DOR heterodimer luminescence, inverse agonism; inhibition, % at 9.3 µM; 340,000 compounds, 0.21% hits; AID 504357, 2011; in the data active = inhibition above about 22%, passing the limit was not always enough;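 note: 0% = cells with DMSO and 100% = wells without cells with DMSO; values of inactives mirror those of a sister screen read the other way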
phage Ecoli inh: growth loss of phage-infected E. coli, primary screen, RecBCD inhibitor project, absorbance, with phage, HTS | AID 651602, 2012 | inhibition, % at 11.9 µM | 360,000 compounds, 0.26% hits; in the data active = inhibition above about 11%
PfHsp90 yeast 2: growth inhibition of PfHsp90-expressing yeast, primary screen, antimalarial PfHsp90 inhibitor project, S. cerevisiae, BacTiter-Glo luminescence, single point, set 2; BacTiter-Glo ATP, 48 h; yeast lacking PDR1 and PDR3 efflux regulators; 310,000 compounds, 0.32% hits; inhibition, % at 9.4 µM;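 active = every replicate shows inhibition above about 80%, whatever the replicate mean, limit read from the data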;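 note: 0% = DMSO neutral controls and 100% = 20 µM radicicol positive controls; yeast relying on Plasmodium falciparum Hsp90 in place of its own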
PKA-R2B activ: activators of PKA-R2B holoenzyme, primary screen, biochemical, fluorescence polarization, Cy5-IP20, human | cAMP-dependent protein kinase catalytic subunit beta (Homo sapiens) + cAMP-dependent … | PKA-R2B holoenzyme dissociation; R2B truncated from residue 108, S112A mutant; 0% DMSO only, 100% 113 µM cGMP | activation, % at 11.4 µM | 340,000 compounds, 0.079% hits | AID 504700, 2011;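 active = activation above a cutoff set at the mean over all compounds plus 3 SD, cut at about 18% in these data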;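 note: higher means more holoenzyme dissociation and a rise in polarization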
Target sequence (P31323 whole entry, looked up, other chains not shown, the tested form may be a part): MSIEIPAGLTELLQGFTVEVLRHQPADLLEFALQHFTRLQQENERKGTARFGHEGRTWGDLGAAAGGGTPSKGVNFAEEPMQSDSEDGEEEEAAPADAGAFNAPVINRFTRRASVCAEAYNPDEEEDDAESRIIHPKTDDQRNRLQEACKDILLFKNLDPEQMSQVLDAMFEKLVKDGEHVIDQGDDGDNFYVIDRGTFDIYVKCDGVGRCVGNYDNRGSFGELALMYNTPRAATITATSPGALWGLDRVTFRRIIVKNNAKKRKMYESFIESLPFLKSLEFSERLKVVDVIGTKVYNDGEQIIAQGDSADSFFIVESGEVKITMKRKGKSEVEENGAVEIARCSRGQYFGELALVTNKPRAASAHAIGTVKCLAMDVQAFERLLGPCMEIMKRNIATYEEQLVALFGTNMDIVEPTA
Ecoli viability: E. coli V3065 growth inhibition, primary screen, counter-screen for AddAB inhibitor project, absorbance, OD600; 330,000 compounds, 0.27% hits; 18 h; inhibition, % at 11.9 µM;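 active = inhibition above the campaign's mean inhibition across all tested compounds plus 3 SD, cut at about 9.9% in these data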;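 note: uninfected addAB+ strain grown without phage in ampicillin broth; 0% = DMSO wells and 100% = ciprofloxacin 0.95 µg/ml wells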
AddAB inh: growth inhibition of E. coli expressing H. pylori AddAB, primary screen, AddAB inhibitor project, absorbance | inhibition, % at 11.9 µM | 330,000 compounds, 0.29% hits; in the data active = inhibition above about 12%;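 note: 0% = vehicle wells of infected cells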
HTR5A inv ctr: HTR5A inverse agonists in luminescence cell assay, primary screen, counter-screen for OPRM1-OPRD1 heterodimer inverse agonist project, full-deck HTS | HTR5A cell line, inverse agonism | 340,000 compounds, 0.083% hits | 5-hydroxytryptamine receptor 5A (Homo sapiens), P47898 | inhibition, % at 9.3 µM; in the data active = inhibition mostly above about 23%, no sharp cut-off; inactive = mostly below about 18%;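 note: 0% = cells with DMSO and 100% = no-cell wells with DMSO; some compounds called inactive have numbers as strong as hits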
Target sequence (P47898 whole entry, looked up): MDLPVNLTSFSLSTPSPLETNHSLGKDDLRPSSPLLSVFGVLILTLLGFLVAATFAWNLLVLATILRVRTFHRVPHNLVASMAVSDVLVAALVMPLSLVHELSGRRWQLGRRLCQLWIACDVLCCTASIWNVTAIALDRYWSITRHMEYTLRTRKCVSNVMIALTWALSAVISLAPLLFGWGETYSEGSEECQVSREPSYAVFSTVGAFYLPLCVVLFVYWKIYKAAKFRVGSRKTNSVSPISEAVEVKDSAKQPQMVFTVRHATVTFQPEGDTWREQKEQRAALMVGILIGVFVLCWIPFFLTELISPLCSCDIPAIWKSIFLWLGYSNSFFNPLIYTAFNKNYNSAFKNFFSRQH
PKA-R1A activ: activators of PKA-R1A holoenzyme, primary screen, biochemical, fluorescence polarization, Cy5-IP20, bovine R1A, mouse PKAc | cAMP-dependent protein kinase type I-alpha regulatory subunit (Bos taurus) + … | PKA-R1A dissociation; scaled: DMSO 0%, 113 µM cGMP 100% | activation, % at 11.4 µM | 340,000 compounds, 0.083% hits;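 active = percent activation above the mean of all tested compounds plus 3 SD, cut at about 19% in these data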;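 note: higher means more PKAc released from R1A so a rise in polarization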
Tat transport: E. coli Tat export inhibitors, primary screen, MC4100, TorA-mCherry reporter, fluorescence, single point; inhibition, % at 10 µM; 340,000 compounds, 0.036% hits;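 active = mean replicate inhibition at least 50% and at least half of replicates individually reaching 50%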;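 note: exported cargo escapes ClpAP degradation while cytoplasmic cargo is degraded and loses fluorescence; 0% = median of neutral control wells and 100% = median of NaSCN control wells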
Starred values were filed as active, the others as inactive; x = no result given.

SMILES | OPRM1-OPRD1 ag | Mot1-301 SUMO | MOR-DOR inv ag | phage Ecoli inh | PfHsp90 yeast 2 | PKA-R2B activ | Ecoli viability | AddAB inh | HTR5A inv ctr | PKA-R1A activ | Tat transport
NC(CO)C(O)c1ccc([N+](=O)[O-])cc1 (stereo not given) | 0.1 | -5 | 0 | 2.0 | 11 | 5 | 0.2 | 5.0 | -50 | -13 | 9
COC(=O)c1c(NC(=O)CN2C(=O)NC3(CCCCC3C)C2=O)sc2c1CCC2 (stereo not given) | 3.5 | 0 | -13 | 2.6 | 13 | -4 | -1.3 | 2.5 | -35 | -7 | -1
O=C(NC1CC(=O)N(c2ccccc2)C1)C(=O)c1c[nH]c2ccccc12 (stereo not given) | -0.3 | -2 | 2 | 4.9 | x | -11 | 1.6 | 7.7 | 11 | -3 | -5
C=CCOc1ccc(/C=N/N2C(=O)C(CC(=O)Nc3ccc(F)cc3F)SC2=NC)cc1 (stereo not given) | 2.2 | -2 | -12 | 0.7 | -1 | 0 | -1.4 | 2.2 | -10 | -16 | 1
COc1ccc(C2CC(C(F)(F)F)n3nc(C(=O)O)cc3N2)cc1 (stereo not given) | -1.8 | -14 | 9 | -3.0 | 17 | 11 | -1.3 | 0.7 | -3 | -1 | -2
CS(=O)(=O)N(Cc1ccc(Cl)cc1)c1ccc(C(=O)NCCSc2ccccn2)cc1 | -0.6 | 1 | 3 | 1.8 | x | -11 | -1.4 | -0.5 | -24 | -10 | 7
O=S1(=O)c2c(F)cccc2OC(COCc2ccccc2)CN1C1CCCC1 (stereo not given) | 1.9 | x | -9 | 2.5 | -24 | -5 | x | x | -26 | -3 | 9
O=C(CNC(=O)Cc1ccc(Cl)cc1)NCC(=O)N1CCCCC1 | -3.5 | 1 | 19 | -0.9 | -21 | 0 | 0.8 | 2.3 | -8 | -5 | 0
COc1ccc(Cl)cc1NC(=O)c1sc2nc(C)nc(N3CCOCC3)c2c1C | -1.5 | -5 | 8 | 1.1 | -17 | -2 | -0.4 | 0.3 | -41 | -11 | -3
CCOc1ccc(C(=O)NCC(=O)OCc2ccc(F)cc2Cl)cc1 | -2.0 | 106 | 9 | 6.6 | -1 | -11 | -3.6 | 2.6 | -5 | 0 | 2
CC(CCc1ccco1)N(C)S(=O)(=O)c1csc(C(N)=O)c1 (stereo not given) | -1.6 | -16 | 8 | 2.2 | -34 | -9 | 0.8 | 3.2 | -10 | -7 | 8
O=C(NC1CCCCC1)N(C1=NCCCCC1)c1ccc(Br)cc1 | -0.2 | -3 | 1 | 1.2 | 10 | -13 | -0.5 | 2.4 | 19 | 13 | -3
CCOC(=O)c1ccc(CC(=O)c2ccc(O)cc2O)o1 | 1.1 | x | -6 | 0.8 | 15 | -1 | 0.3 | 4.4 | -17 | 5 | 5
CC1CCC(NC(=O)c2nn(C)c3c2CS(=O)(=O)c2ccccc2-3)CC1 (stereo not given) | -3.3 | -21 | 17 | 3.2 | 13 | -1 | 1.9 | 3.7 | -8 | 0 | 0
COc1ccc(NC(=S)NCCCN2CCCC2)cc1Cl | 0.3 | 9 | -2 | -0.6 | 22 | -8 | -0.1 | 0.3 | 1 | 0 | 1
CC(O)C(O)C(O)C(O)/C=N/NC(=O)c1ccccc1 (stereo not given) | -0.3 | -6 | 2 | 3.8 | -2 | 3 | 1.1 | 3.1 | 7 | 2 | -7
CCOC(=O)C(C)Sc1nc2ccccc2c(=O)n1CC (stereo not given) | -1.1 | 14 | 4 | 0.5 | 15 | -12 | -0.5 | 2.4 | 9 | -12 | 0
CCc1c(C)nc(SCC(=O)CC(=O)OC(C)C)c(C#N)c1C | -3.7 | -35 | 20 | 2.9 | x | -4 | -3.9 | -1.1 | -4 | -5 | 2
C=CCn1c(-c2ccc(OC)c(OC)c2)n[nH]c1=S | -1.8 | 0 | 9 | 2.5 | 21 | -14 | -0.5 | 0.1 | -4 | -7 | -2
O=C(O)c1ccc(-n2cccn2)nc1 | -0.9 | 5 | 7 | 1.4 | -3 | 3 | 0.3 | 0.7 | -9 | -2 | -1
COc1cc(Cl)c(C)cc1NC(=O)CN(C)C1CCS(=O)(=O)C1 (stereo not given) | -4.5 | -27 | 17 | 1.8 | x | -6 | -0.8 | -0.2 | -6 | 2 | 13
CS(=O)(=O)N(CC(=O)N1CCN(c2ccccc2)CC1)c1ccc(Cl)c(C(F)(F)F)c1 | 4.8 | -9 | -21 | 1.1 | 9 | -8 | 0.1 | -0.2 | -7 | -4 | 3
Cc1ccc(S(=O)(=O)N2CCC(C(=O)O)CC2)cc1C(=O)O | -2.0 | -24 | 12 | -1.9 | -5 | 2 | -2.8 | -0.4 | 2 | -7 | 10
Cc1ccc(-c2nn(-c3ccccc3)cc2C(=O)N2CCN(c3ccccn3)CC2)cc1 | 4.1 | 596* | -21 | 0.1 | -26 | -11 | 2.4 | 1.2 | -15 | 3 | 10
Cc1nn(C(C)C)c(C)c1CN1CCN(Cc2ccsc2)C(CCO)C1 (stereo not given) | 3.4 | 1 | -24 | 4.1 | 5 | -2 | -0.9 | 1.3 | -1 | -9 | 0
CC(C)NC(=O)c1cc2ccccc2o1 | -3.8 | -8 | 21 | 2.6 | x | -7 | 0.6 | 0.8 | -36 | 5 | 3
COC(=O)c1ccccc1NC(=O)c1cc2n(n1)C(C(F)F)CC(C(F)F)N2 (stereo not given) | 10 | -12 | -42 | 3.2 | -15 | -8 | 0.6 | 2.7 | -15 | -3 | 1
CCOC(=O)CSc1nc(C2CC2)nc2ccccc12 | -2.7 | -8 | 15 | 1.8 | -11 | -3 | -0.9 | -1.4 | -13 | -14 | -2
COC(=O)[C@]1(CC(C)C)N[C@H](c2ccc(-c3ccc(C(C)=O)cc3)cc2)[C@@H]2C(=O)N(C)C(=O)[C@@H]21 | -0.7 | 36 | 4 | 0.6 | 1 | 18 | -0.9 | 1.7 | -9 | -3 | -2
COc1ccc(CCN(C)CCc2ccc(OC)c(OC)c2)cc1OC | 0.2 | 120 | -1 | 2.7 | -21 | 10 | 1.5 | 0.6 | -30 | -9 | -7
COc1ccc(S(=O)(=O)c2c(C)c(NS(=O)(=O)c3ccccc3)cc(C)c2O)cc1 | 1.6 | -9 | -8 | 2.6 | -1 | 5 | 1.3 | -2.0 | -9 | -8 | 3
CC(NC(=O)C1=CC=CN2CCS(=O)(=O)N=C12)c1ccc(Cl)c(Cl)c1 (stereo not given) | -1.4 | 2 | 7 | 0.7 | x | -1 | -1.2 | -2.0 | -17 | -6 | 4
Cc1ccc(NC(=S)NNC(=S)NC2CCCCC2)cc1 | -3.7 | -4 | 17 | 3.4 | -34 | -10 | -1.3 | 0.2 | 9 | -6 | -2
CC(C)Oc1cccc(C(=O)C2CCCN(Cc3cccn3-c3cccnc3)C2)c1 (stereo not given) | 2.9 | x | -15 | 0.5 | -13 | 3 | -0.4 | -1.0 | -19 | 10 | 5
O=C(Nc1ccc(N2CCOCC2)c(Cl)c1)c1cccnc1 | -2.0 | 40 | 9 | -4.8 | 31 | -2 | 1.8 | 3.6 | -4 | 5 | 6
COc1ccc(Cl)cc1-c1nc(-c2ccc(NC(=O)c3cccs3)cc2)no1 | 2.9 | 77 | -17 | x | 22 | 6 | 1.4 | 1.0 | -16 | -13 | -13
Cc1onc(-c2ccccc2)c1C(=O)N1CCc2ccccc21 | 2.0 | 3 | -12 | 2.2 | x | -4 | -1.5 | 1.8 | -8 | 5 | 1
CCOc1cc(/C=C2\NC(=O)NC2=O)cc([N+](=O)[O-])c1O | -2.2 | -2 | 12 | 3.5 | -14 | -6 | 0.7 | -1.1 | -6 | 3 | -3
CN(C)CCCn1c(SCc2ccc(Cl)cc2)nnc1-c1ccncc1 | -3.4 | 4 | 16 | -0.5 | 1 | -1 | -1.3 | -1.0 | 1 | 6 | -9
Cc1nn(CCC(=O)NNC(=S)Nc2ccc(F)cc2)c(C)c1Br | -7.9 | -16 | 44* | 2.5 | -1 | 0 | -0.3 | 2.8 | -27 | -2 | -3
Cc1ccc(-c2nnc(SCC(N)=O)n2C)cc1 | -3.4 | 100 | 16 | 2.3 | -8 | -7 | -1.0 | 2.2 | -1 | -6 | 5
O=C(c1ccccc1)c1ccccc1C(=O)N1CCOCC1 | 2.9 | 79 | -15 | 2.5 | 0 | 11 | -2.4 | -0.3 | -63 | 7 | -3
CCOc1ccc(/C=C/C(=O)Oc2ccc(OC)cc2)cc1 | 0.2 | 237 | -1 | 4.3 | 12 | -7 | 0.0 | 1.5 | 4 | -10 | -4
COc1ccc(/C=N/NC(=O)c2ccc3nc[nH]c3c2)c(OC)c1OC | x | -3 | x | 1.8 | 7 | x | -2.6 | 2.8 | x | x | 1
COc1ccc(S(=O)(=O)Nc2cc(S(=O)(=O)c3ccccc3)c(O)cc2C)cc1 | -3.1 | 10 | 20 | -0.1 | 35 | -5 | 0.8 | -0.2 | 12 | 0 | -6
O=C(N/N=C/c1ccc(OCc2ccccc2)cc1)c1ccncc1 | 0.9 | -25 | -6 | 6.3 | 39 | -16 | 2.9 | 1.7 | -1 | -6 | -1
CCc1ccc(-c2nnn(Cc3nn[nH]n3)n2)cc1 | -1.2 | -10 | 6 | -1.6 | x | 4 | 0.2 | 1.6 | 3 | 2 | 0
COC(=O)c1ccc(C2NC(=O)CCC2[N+](=O)[O-])cc1 (stereo not given) | 3.4 | -1 | -16 | -1.6 | 4 | -8 | -2.1 | 2.6 | 14 | -12 | 0
N#Cc1c(N)c(C(=O)c2ccc(Cl)cc2)n2c1CCC2 | -2.5 | -3 | 11 | 1.4 | -6 | -6 | -1.6 | 1.4 | 3 | 1 | 8
Cc1occc1C(=O)NNC(=O)C1CCCCC1 | -1.4 | -5 | 7 | 3.6 | 13 | -10 | 0.0 | 1.9 | 10 | -4 | -2
COc1ccc(NC(=O)CNS(=O)(=O)c2ccc(Cl)cc2)cc1 | -2.3 | -4 | 9 | 1.8 | -10 | 3 | -0.8 | 2.9 | 8 | 6 | -4
